# Bioassay records as filed in PubChem BioAssay.
# inhibitors of VEEV: inhibitors of VEEV TC-83 cytopathic effect, confirmation, Vero cells (AID 588727). Vero cells, VEEV TC-83 cytopathic effect inhibition; higher % means a stronger effect. inhibition, % at 20 µM, or IC50 in µM where a hit was titrated. 350,000 tested, 0.13% active; in the data active = a potency from the dose series; inconclusive = inhibition mostly from about 14% at the one dose, without a potency; inactive = the rest, 99 in 100 with inhibition below about 12%; note: strong numbers were not always called active
# influenza NS1A: H1N1 influenza NS1A inhibitors, functional cell based assay (AID 504329). NS1A functional cell-based assay, percent inhibition; higher % means a stronger effect. inhibition, % at 12.5 µM; hits with a dose series show IC50 in µM. 340,000 tested, 0.3% active; in the data active = a potency from the dose series; inconclusive = inhibition above about 27% without an active follow-up result; note: strong numbers were not always called active
# tuberculosis growth: growth inhibition of non-replicating M. tuberculosis (AID 488890) | 320,000 tested, 0.39% active | Mycobacterium tuberculosis non-replicating, growth inhibition; higher % means a stronger effect | inhibition, % at 25 µM, or IC50 in µM where a hit was titrated; in the data active = a potency from the dose series; inconclusive = inhibition mostly from about 82% at the one dose, without a potency; inactive = the rest, 99 in 100 with inhibition below about 76%;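 note: plate controls were DMSO cells for no effect and high antibiotic wells for full effect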
# M. tuberculosis HTS: M. tuberculosis growth inhibition, HTS (AID 449762). 330,000 tested, 0.59% active. inhibition, % at 25 µM; hits with a dose series show IC50 in µM. M. tuberculosis H37Rv growth inhibition, 7H9 media; higher % means a stronger effect; in the data active = a potency from the dose series; inconclusive = inhibition above about 70% without an active follow-up result;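 note: bacterial growth assessed after seven days of incubation; strong numbers were not always called active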
# Salmonella PhoP GFP: Inhibition of PhoP regulon, Salmonella typhi GFP reporter cells, confirmation, 4 h (AID 1850); Salmonella Typhi PhoP-promoter GFP reporter, fluorescence, 4 h; higher % means a stronger effect; one-dose inhibition, % at 50 µM; IC50 in µM for titrated hits; 310,000 tested, 0.33% active; in the data active = a potency from the dose series; inconclusive = inhibition mostly from about 25% at the one dose, without a potency; inactive = the rest, 99 in 100 with inhibition below about 19%;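 note: 0% = induced wells with vehicle and 100% = uninduced wells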
# inhibitors of VEEV 10K pilot screen: recorded beside inhibitors of VEEV, whose call it bears; inhibition, %; measured here: 10K pilot screen inhibition
# * hit, by the source's call; i = inactive; ? = inconclusive; nt = not tested or not shown.
SMILES,inhibitors of VEEV,influenza NS1A,tuberculosis growth,M. tuberculosis HTS,Salmonella PhoP GFP,others
CC(CCc1ccccc1)NC(=O)c1ccc(C(=O)NC(C)CCc2ccccc2)cc1 (stereo unspecified),i,13%,29%,-3%,11%,
Cc1c(C2(c3c(C)n(C)n(-c4ccccc4)c3=O)C(=O)Nc3ccc(F)cc32)c(=O)n(-c2ccccc2)n1C,0.1%,-5%,-3%,-5%,-4%,
Cc1cc(F)ccc1Oc1cc(NN2CCCCC2)c([N+](=O)[O-])cc1[N+](=O)[O-],0.4%,7%,8%,1%,4%,
CCCNC(=O)C(Cc1cccc(Cl)c1)NC(=O)c1ccccc1 (stereo unspecified),0.1%,6%,0%,-5%,nt,
COc1ccc(-c2cc(C(=O)N(C)CC(=O)Nc3cccc(F)c3)c3ccccc3n2)cc1,7.1%,1%,19%,93%,-5%,
Cc1cccc(NC(=O)CN2CCc3cc4c(cc3C2C)OCCCO4)c1 (stereo unspecified),0.0%,8%,36%,5%,-2%,
COC(=O)C1CCN(C(=O)c2ccc3nc(-c4cccc(OC)c4)oc3c2)CC1,9.2%,0%,21%,7%,-9%,
CCc1nnc2sc(-c3ccc(NC(=O)c4ccco4)cc3)nn12,2.3%,3%,19%,-5%,1%,
CN(C)c1ccc(-n2cc3c(=O)n(C)c(=O)n(C)c3c2)cc1,8.3%,9%,3%,5%,1%,
COc1ccc(C(=O)C(C)OC(=O)CCN2C(=O)C3CC=CCC3C2=O)cc1 (stereo unspecified),2.2%,-7%,1%,-7%,nt,
O=C(Cn1nc(-c2ccccc2)ccc1=O)NCC1CCCO1 (stereo unspecified),i,5%,-15%,-4%,-1%,
O=C(CCc1ccccc1)N/N=C\c1cc2c(cc1Br)OCO2,7.3%,-13%,16%,1%,8%,
Cc1nc2nc(-c3ccccc3)nn2c(C)c1C,0.2%,-24%,-5%,-5%,5%,
CN(CC(=O)Nc1ccccc1Cl)C(=O)COC(=O)C1=COCCO1,1.6%,-2%,0%,1%,6%,
CCOC(=O)c1ccc(NS(=O)(=O)c2c(C)nc3sccn3c2=O)cc1,3.3%,4%,5%,-10%,-8%,
COc1ccc(C2/C=C\CN(CC(C)C)CC(=O)N2Cc2cccc(F)c2)cc1 (stereo unspecified),i,-2%,nt,nt,nt,
O=[N+]([O-])c1cccc(-c2ccc(C(=S)N3CCN(c4ccc(F)cc4)CC3)o2)c1,1.0%,27%,-1%,4%,-2%,inhibitors of VEEV 10K pilot screen=1.0
Cc1ccccc1N(C)S(=O)(=O)c1nnc(NC(=O)c2ccccc2F)s1,1.7%,-10%,64%,5%,5%,
O=C1C=CC(=O)N1c1ccc(O)cc1,9.5%,14%,-7%,-7%,0%,
Cc1ccccc1NC(=O)c1ccc(C)c(S(=O)(=O)Nc2cccnc2)c1,i,-4%,-11%,7%,8%,
COc1ccc(S(=O)(=O)N2CCCC(C(=O)NCC3CCCO3)C2)cc1Cl (stereo unspecified),6.2%,-1%,-9%,6%,-9%,
CC1CCCN(C(=O)c2ccc([N+](=O)[O-])o2)C1 (stereo unspecified),0.8%,0%,58%,?,0%,
NC(=O)CC[C@H](NC(=O)c1ccc(Cl)cc1)C(=O)NNC(=O)COc1cccc(Br)c1,1.0%,-14%,-11%,3%,nt,
C/C(=N\NC(=O)CN1CCCCC1)c1ccccc1O,3.4%,3%,?,-6%,-6%,
Cc1ccnc(NC(=O)C2CCN(S(=O)(=O)c3cccc4nonc34)CC2)c1,8.9%,2%,9%,1%,3%,
# (continued)
SMILES,inhibitors of VEEV,influenza NS1A,tuberculosis growth,M. tuberculosis HTS,Salmonella PhoP GFP,others
CCC(C)(C)NC(=O)CN(C(=O)CCC(=O)Nc1nccs1)c1ccc2c(c1)OCO2,1.4%,2%,-1%,1%,6%,
COc1ccc(OC)c2[nH]c(=O)c(CCNC(=O)C(C)(C)C)cc12,1.3%,-14%,nt,-3%,nt,
C[N+](C)(CC#Cc1ccccc1)CC(=O)c1ccc(Cl)cc1,0.6%,6%,49%,5%,-8%,
CCOC(=O)c1c(C)[nH]c(N=Nc2ccc(C)cc2)c1C,1.0%,7%,43%,?,-5%,
CCc1ccc(NC(=O)NNC(=O)c2ccc3ccccc3c2O)cc1,4.4%,-3%,-16%,4%,-4%,
O=C(COc1ccc2ccccc2c1)NCC1CCCO1 (stereo unspecified),0.1%,8%,12%,1%,9%,
COc1cc(/C=N/n2cnc3scc(-c4cccs4)c3c2=O)cc(OC)c1OC,6.5%,0%,-35%,4%,-4%,
Cc1c(C)n2c(SCC(=O)N3CC(C)OC(C)C3)nnc2[nH]c1=O (stereo unspecified),2.0%,-7%,-12%,-5%,-4%,
CC(C)(C)C(=O)OC[N+](C)(C)CCOC(=O)C(O)(c1ccccc1)C1CCCC1 (stereo unspecified),0.6%,-7%,6%,5%,11%,
COc1cccc(CNC(=O)C2CCCN(C(=O)c3ccc(Cl)cc3)C2)c1 (stereo unspecified),i,-10%,59%,0%,nt,
Cc1ccccc1-c1cc(C(=O)NCc2ccco2)n(CC2CC(c3cccnc3)=NO2)n1 (stereo unspecified),1.3%,-8%,-7%,4%,nt,
CC1=C(C(=O)N2CCOCC2)C(c2ccc(C)cc2)NC(=S)N1 (stereo unspecified),i,0%,-17%,0%,-4%,
COc1cc(OC)c(OC)cc1/C=C1\SC(N2CCCCC2)=NC1=O,0.6%,2%,-3%,6%,8%,
Cc1cc(-c2n[nH]c(=S)n2/N=C/C=C/c2ccccc2)n[nH]1,1.9%,7%,-23%,1%,1%,
Cc1cc(C)c(N=Cc2c(O)[nH]c(=O)[nH]c2=O)c(C)c1,1.2%,-1%,7%,-4%,-7%,
COc1ccccc1NS(=O)(=O)c1ccc(Br)s1,i,2%,13%,1%,1%,
COc1cc(C(=O)NC2CCN(Cc3ccccc3)CC2)cc(Cl)c1OC,i,-3%,6%,0%,-8%,
CN(C)C(=O)CCc1ccc2c3c([nH]c2c1)[C@]1(CCC2CCCC2)[C@@H](C(=O)N2CCOCC2)C[C@H](CC(=O)NC(C)(C)C)C(=O)N1CC3,i,-5%,nt,nt,nt,
O=C(NCC1CCCN(C(=O)Cc2ccccc2Cl)C1)c1ccc(F)cc1 (stereo unspecified),0.4%,8%,21%,3%,-22%,
COC(C[C@H]1O[C@H]1C(=O)[C@H](C)OCc1ccccc1)OC,1.4%,-5%,-19%,5%,-2%,
CN(CC(CC(=O)Nc1nncs1)c1ccccc1)S(=O)(=O)c1ccc(Br)cc1 (stereo unspecified),4.0%,4%,68%,3%,-6%,
COc1cccc(CNC(=O)CCS(=O)(=O)Cc2ccc(C)cc2)c1,0.4%,5%,24%,1%,-8%,
CCC1(CC)NC(=O)N(CC(=O)N2CCN(c3ccccc3F)CC2)C1=O,0.4%,-3%,-17%,-10%,nt,
CCN(CC(=O)Nc1c(F)cccc1F)C(=O)c1ccc(NC(=O)CC2SC(N3CCCC3)=NC2=O)cc1 (stereo unspecified),0.8%,-1%,-12%,-7%,5%,
CCc1ccc(NC(=O)Cn2ccn(-c3cccc(Cl)c3)c(=O)c2=O)cc1,1.3%,2%,6%,-8%,-6%,

# By substructure: those above containing a nitro group on carbon
SMILES,inhibitors of VEEV,influenza NS1A,tuberculosis growth,M. tuberculosis HTS,Salmonella PhoP GFP,others
Cc1cc(F)ccc1Oc1cc(NN2CCCCC2)c([N+](=O)[O-])cc1[N+](=O)[O-],0.4%,7%,8%,1%,4%,
O=[N+]([O-])c1cccc(-c2ccc(C(=S)N3CCN(c4ccc(F)cc4)CC3)o2)c1,1.0%,27%,-1%,4%,-2%,inhibitors of VEEV 10K pilot screen=1.0
CC1CCCN(C(=O)c2ccc([N+](=O)[O-])o2)C1 (stereo unspecified),0.8%,0%,58%,?,0%,

# Back to the main list; the four compounds before the break are reprinted first.
SMILES,inhibitors of VEEV,influenza NS1A,tuberculosis growth,M. tuberculosis HTS,Salmonella PhoP GFP,others
COc1cccc(CNC(=O)CCS(=O)(=O)Cc2ccc(C)cc2)c1,0.4%,5%,24%,1%,-8%,
CCC1(CC)NC(=O)N(CC(=O)N2CCN(c3ccccc3F)CC2)C1=O,0.4%,-3%,-17%,-10%,nt,
CCN(CC(=O)Nc1c(F)cccc1F)C(=O)c1ccc(NC(=O)CC2SC(N3CCCC3)=NC2=O)cc1 (stereo unspecified),0.8%,-1%,-12%,-7%,5%,
CCc1ccc(NC(=O)Cn2ccn(-c3cccc(Cl)c3)c(=O)c2=O)cc1,1.3%,2%,6%,-8%,-6%,
CSc1ncccc1C(=O)OCC(=O)N1CCN(S(=O)(=O)c2ccc(C)cc2C)CC1,8.2%,3%,0%,-1%,4%,
Cc1nc2ccccc2c(=O)n1/N=C/c1ccc(F)cc1,0.5%,2%,-2%,-2%,1%,
Cn1c(SCC(=O)c2ccc3c(c2)OCCO3)nnc1C1CC1,7.0%,6%,-8%,-5%,2%,
O=C(CSc1nnc(-c2ccc(C(F)(F)F)cn2)o1)Nc1cccc(Cl)c1,3.4%,3%,1%,-13%,8%,
CC(=O)c1ccc(Cl)c(Cl)c1Cl,i,-8%,-7%,-9%,nt,
N#CC1=C(N)Oc2n[nH]c(-c3cccnc3)c2C1c1ccc([N+](=O)[O-])o1 (stereo unspecified),i,1%,5.6µM*,?,-5%,
CC(C)CNS(=O)(=O)c1ccc(S(=O)(=O)N2CCN(CCC#N)CC2)cc1,i,6%,6%,-6%,-6%,
O=C1/C(=C/c2cccc([N+](=O)[O-])c2)CCc2ccccc21,0.3%,10%,73%,3%,-4%,
CC(=O)c1ccc(N(CC(=O)NC2CCS(=O)(=O)C2)S(=O)(=O)c2ccc(Cl)cc2)cc1 (stereo unspecified),1.0%,-5%,1%,-3%,nt,
O=C1OCCC1Sc1nnc(-c2ccco2)o1 (stereo unspecified),1.4%,0%,-20%,-3%,1%,
CCN(CC)C(=O)CSc1nnc(SCc2ccc(Cl)cc2)s1,3.3%,12%,60%,-4%,1%,
Cc1ccc2cc(NC(=O)c3cccc(F)c3)ccc2n1,i,10%,12%,4%,11%,
COC(=O)c1cc(-c2ccc(Br)cc2)on1,0.9%,-66%,?,?,-2%,
COc1ccccc1NC(=O)Nc1nnc(CC(=O)Nc2ccccc2C)s1,7.1%,-5%,8%,3%,-14%,
CCCCOc1ccc(OCCCC)c2c1NC1(N2)C(=O)N(C(C)=O)c2ccccc21,0.9%,10%,1%,-2%,-2%,
C=CCNC(=O)c1ccc(Sc2ccc(C)cc2)c([N+](=O)[O-])c1,0.6%,7%,6%,-4%,1%,
O=S(=O)(Cc1ccccc1)NCC1CCCN(Cc2ccc3nonc3c2)C1 (stereo unspecified),0.2%,-7%,12%,2%,5%,
O=C(Cc1ccccc1)NCc1ccccn1,i,3%,5%,-4%,-11%,
Cn1nnnc1SCC(=O)NCc1ccco1,1.4%,-7%,-14%,-7%,4%,
CC(NC(=O)COC(=O)CCC(=O)c1ccc(Cl)cc1)c1ccccc1 (stereo unspecified),0.1%,-11%,35%,3%,nt,
S=C(Nc1ccc(Br)cc1Cl)N1CCN(c2ccccn2)CC1,2.9%,-12%,-9%,-4%,-11%,
OCCN(C=NC1=NN(c2cccc(C(F)(F)F)c2)CC1)CCO,4.8%,3%,40%,?,-2%,
COc1ccc(/C=N/NC(=O)CN(Cc2ccccc2)S(=O)(=O)c2ccc3c(c2)OCCO3)cc1,6.3%,0%,31%,4%,2%,
COc1cccc(NC(=O)CN(C)S(=O)(=O)c2ccc3c(c2)NC(=O)CS3)c1,3.2%,-5%,3%,4%,10%,
CCOC(=O)CN1C(=O)S/C(=C/c2ccc(O)c([N+](=O)[O-])c2)C1=O,0.4%,9%,?,56%,-2%,
# The results go on:
SMILES,inhibitors of VEEV,influenza NS1A,tuberculosis growth,M. tuberculosis HTS,Salmonella PhoP GFP,others
CCCCSc1nnc(-c2ccc(NC(C)=O)cc2)n1C,0.6%,0%,-7%,0%,-6%,
CCc1ccc(Cn2nnc(C(=O)NCc3ccccc3OC)c2N)cc1,i,9%,3%,-1%,-5%,
Cc1ccc(-n2ncc3c(=O)[nH]c(SCC(=O)N4CCCc5ccccc54)nc32)cc1,5.4%,-1%,3%,-1%,7%,
COCCCn1c(-c2ccsc2)nc2c1c(=O)[nH]c(=O)n2Cc1ccccc1,4.6%,9%,13%,-4%,1%,
CCCc1c(C(=O)NNc2cc(C(F)(F)F)ccc2Cl)cnn1-c1ccccc1,0.7%,1%,0%,7%,-2%,
CCCCCN(C(=O)CCC(=O)OC(C)C(=O)NC1CCCCC1)c1c(N)n(CCCC)c(=O)[nH]c1=O (stereo unspecified),3.0%,-2%,12%,-11%,-3%,
Cc1ccc2c(COC(=O)c3c(C)noc3C)cc(=O)oc2c1,6.0%,-9%,9%,6%,-22%,
CCCn1nc(C(=O)NNC(=O)CSC(C)C(=O)Nc2cc(C)on2)c2ccccc2c1=O (stereo unspecified),3.4%,9%,-17%,-15%,-3%,
